Fam108B counter – Fam108B inhibition, counter-screen for RBBP9 inhibitors. recombinant Fam108B, FP-Rh probe fluorescence polarization. inhibition, % at 9.51 µM. AID 1947. 0.33% of 300,000 active;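 active = inhibition above the screen mean inhibition plus 3 SD, computed separately per campaign, cut at about 18% in these data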;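 note: inhibitors lower polarization as less probe binds the enzyme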
MEX-5 binding – C. elegans MEX-5 TCR-2 RNA binding activity; MEX-5/FITC-TCR2 RNA binding, fluorescence polarization; active compounds read low; Q9XUB2; activity score (negative = inhibition of binding), % at 10 µM; 0.38% of 300,000 active;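 active = inhibition past about -25% in most replicates, and total fluorescence under double the plate's negative control median, limit read from the data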;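 note: 0% = DMSO and -100% = 5 µM competing unlabeled TCR2 RNA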
Target sequence (Q9XUB2 whole entry, looked up): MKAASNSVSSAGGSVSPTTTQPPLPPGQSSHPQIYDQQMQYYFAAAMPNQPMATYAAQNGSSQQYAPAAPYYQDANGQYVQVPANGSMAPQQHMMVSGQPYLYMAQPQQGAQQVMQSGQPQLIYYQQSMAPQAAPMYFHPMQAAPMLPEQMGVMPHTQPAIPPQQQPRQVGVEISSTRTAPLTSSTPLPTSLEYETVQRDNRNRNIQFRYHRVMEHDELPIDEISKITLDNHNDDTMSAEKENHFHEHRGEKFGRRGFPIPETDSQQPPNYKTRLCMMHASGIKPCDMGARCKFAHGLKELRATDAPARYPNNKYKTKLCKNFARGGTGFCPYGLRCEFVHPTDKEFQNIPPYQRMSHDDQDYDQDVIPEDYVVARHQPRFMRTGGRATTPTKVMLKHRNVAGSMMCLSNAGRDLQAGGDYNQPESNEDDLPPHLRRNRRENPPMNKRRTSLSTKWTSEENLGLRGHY
GRK2 aptamer HTS – human GRK2 inhibition via aptamer displacement. P25098. bead flow cytometry, FAM-aptamer displacement from GRK2. inhibition of aptamer binding, % at 10 µM. 0.59% of 330,000 active. AID 488847;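 active = inhibition of aptamer binding above 40%, roughly 3 SD of noise, on plates passing a quality check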;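 note: median bead fluorescence of bound FAM aptamer so fluorescent compounds give negative values; no value below 0 was filed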
VLA-4 inh – inhibition in a human VLA-4 binding assay; P13612; VLA-4 expressing cells, ligand binding flow cytometry; inhibition, % (about 7 µM as worked out from the volumes in the protocol); 0.2% of 330,000 active; AID 2557; in the data active = inhibition above about 50%
Bcl-xL primary – blocks human Bcl-xL binding to Bim BH3 peptide; GST-Bcl-xL / FITC-Bim BH3 peptide fluorescence polarization; inhibition, % at 10.9 µM; 0.7% of 320,000 active; AID 2129;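 active = inhibition above the mean of all tested compounds plus 3 SD, cutoff set per campaign, cut at about 30% in these data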;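 note: 0% = DMSO wells and 100% = unlabeled Bim-BH3 peptide competitor; inhibitors lower millipolarization by displacing the labeled peptide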
Target sequence (Q07817 whole entry, looked up): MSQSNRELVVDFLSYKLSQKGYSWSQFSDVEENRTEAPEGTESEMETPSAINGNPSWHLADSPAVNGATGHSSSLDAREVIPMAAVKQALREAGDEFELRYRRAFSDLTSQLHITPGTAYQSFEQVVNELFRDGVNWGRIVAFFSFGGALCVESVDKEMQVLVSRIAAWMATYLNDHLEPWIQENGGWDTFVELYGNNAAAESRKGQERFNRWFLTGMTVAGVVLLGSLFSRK
PME-1 primary – PME-1 (human) inhibition; recombinant PME-1, FP-Rh probe fluorescence polarization; 0.53% of 320,000 active; AID 2130; inhibition, % at 5.9 µM;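 active = inhibition above the campaign mean of all compounds plus 3 SD, cut at about 26% in these data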;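 note: competitive labeling of PME-1 active site by serine hydrolase directed probe; 0% = PME-1 with DMSO and 100% = wells lacking PME-1 enzyme; inhibitors block probe labeling so polarization falls and inhibition rises; many of its hits are not listed in these tables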
GLD-1 TGE inh – GLD-1-TGE RNA interaction inhibition (C. elegans) | Q17339 | purified GLD-1 + fluorescein TGE RNA, fluorescence polarization | inhibition, % at 5.96 µM | 0.44% of 320,000 active | AID 2280;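 active = percent inhibition above a per-plate cutoff, the plate mean of test compounds plus 3 SD, cut at about 30% in these data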;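 note: 0% = DMSO wells with GLD-1 and probe and 100% = wells lacking GLD-1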
MCL1-BIM inh – disrupts human MCL1 binding to BIM-BH3 peptide | Q07820 | GST-MCL1 / FITC-Bim-BH3 fluorescence polarization | inhibition, % at 10.9 µM | 0.68% of 320,000 active | AID 2057;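 active = inhibition above the mean inhibition of all tested compounds plus 3 SD, set per campaign, cut at about 40% in these data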;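 note: 0% = DMSO wells and 100% = unlabeled Bim-BH3 peptide control; higher means more loss of mP so more displacement of Bim peptide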
Target sequence (Q07820 whole entry, looked up): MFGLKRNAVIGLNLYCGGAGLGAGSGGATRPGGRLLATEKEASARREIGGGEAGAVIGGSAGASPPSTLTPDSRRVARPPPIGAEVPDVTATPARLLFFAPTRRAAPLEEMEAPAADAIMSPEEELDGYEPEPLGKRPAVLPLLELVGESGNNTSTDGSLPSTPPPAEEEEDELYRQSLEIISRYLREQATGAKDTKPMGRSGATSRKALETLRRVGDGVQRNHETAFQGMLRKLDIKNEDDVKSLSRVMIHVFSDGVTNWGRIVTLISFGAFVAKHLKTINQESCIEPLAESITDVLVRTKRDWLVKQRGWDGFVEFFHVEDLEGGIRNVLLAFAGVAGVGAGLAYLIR
Efflux pump inh – inhibitors of Candida antifungal efflux pumps expressed in yeast; S. cerevisiae Candida pump triplex, Nile Red efflux; inhibition, % at 10 µM; 0.44% of 330,000 active; AID 485275;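 active = plate passing quality check with inhibition over a set limit, or well fluorescence over plate mean plus 4 SD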;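 note: Nile Red retained in pooled yeast measured as flow cytometry median fluorescence; 0% = buffer negative control and 100% = Enniatin B positive control; higher means more Nile Red kept so more efflux inhibition; some compounds called inactive have numbers as strong as hits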
* = called active by the depositor; i = inactive; x = no result given. The list is partial; count on the stated rates, not on these rows.

SMILES | Fam108B counter | MEX-5 binding | GRK2 aptamer HTS | VLA-4 inh | Bcl-xL primary | PME-1 primary | GLD-1 TGE inh | MCL1-BIM inh | Efflux pump inh
CC(/C=N/NC(=O)CN1CCN(Cc2ccc(Cl)cc2)CC1)=C\c1ccco1 | -1 | -3.1 | 0 | 10 | 5 | -1 | 5 | 8 | -0.2
O=C(Nc1ccc2c(c1)OCO2)c1ccc(Cl)c(S(=O)(=O)N2CCOCC2)c1 | -1 | 0.2 | 1 | 5 | 5 | -1 | 5 | 2 | 0.0
CC1CCCCN1S(=O)(=O)c1ccc([N+](=O)[O-])cc1 (stereo unspecified) | -2 | 0.1 | 2 | 11 | 1 | 4 | -6 | -12 | 0.4
COCCn1nnnc1CN1CCC(C)CC1 | 1 | 3.1 | 0 | -1 | 5 | -3 | -5 | -4 | -0.1
COCCn1c(SCc2ccc(C)cc2)nc2c1c(=O)[nH]c(=O)n2C | 0 | -1.1 | 0 | 4 | 6 | 2 | 1 | -4 | -0.1
CCN(CC)CCSc1nc(O)c(Cc2ccccc2)c(=O)n1-c1ccccc1 | -3 | 2.0 | 0 | 0 | -2 | 3 | -4 | -4 | 0.0
Cc1cccc(C)c1NCC(=O)N1CCN(Cc2ccccc2)CC1 | -6 | -0.9 | 0 | 6 | -7 | -4 | 0 | -23 | -0.1
Cc1ccc(Cl)cc1N1CCN(S(=O)(=O)c2c(C)[nH]c(C)c2C(=O)N2CCCCC2)CC1 | 4 | -2.3 | 0 | -3 | -3 | -4 | 11 | 0 | -0.1
COc1cc(C(=O)N(Cc2cccc(Cl)c2)C2CCS(=O)(=O)C2)cc(OC)c1OC (stereo unspecified) | 2 | -0.5 | 17 | -2 | 7 | -2 | -1 | 8 | 0.3
COc1ccccc1C1(O)CCN(C(=O)c2cccs2)CC1 | 1 | 1.1 | 0 | 17 | -1 | 1 | -9 | -4 | 0.3
COc1ccc(-c2nc(CCNC(=O)c3cccs3)cs2)cc1 | -2 | -1.7 | 0 | 0 | -3 | 0 | -14 | -5 | 0.0
CCN1CCN(C(=O)/C=C/c2ccc(C)cc2)CC1 | 1 | -0.8 | 0 | 3 | 2 | 0 | -7 | 4 | 0.6
C/C(CCC1CC(C)OC1=O)=N\NC(N)=S (stereo unspecified) | 7 | 0.6 | 0 | 2 | -1 | 0 | 1 | 9 | -0.1
COc1cc2cc(C(=O)O)[nH]c2c(OC)c1OC | 8 | -1.1 | 0 | -4 | 4 | 4 | 3 | -3 | 0.1
COc1cc2[nH]c(C(=O)N3CCN(C)CC3)cc2c(OC)c1OC | -3 | -3.6 | 1 | -14 | -1 | -9 | -8 | -3 | 0.4
CC(=O)N1CCN(C(=O)CNC(=O)c2cccs2)CC1 | x | x | 1 | 12 | 0 | -3 | 0 | 7 | -0.3
COc1ccc(N2C(=O)CC(Sc3n[nH]c(-c4ccccc4)n3)C2=O)cc1 (stereo unspecified) | 1 | 2.4 | 0 | 16 | 5 | -1 | 1 | -2 | 0.0
Cc1onc(-c2ccccc2Cl)c1C(=O)OCC(=O)c1ccc[nH]1 | 0 | 0.2 | 0 | 3 | -2 | 2 | -4 | -4 | 0.0
CCc1nc(SC)[nH]c(=O)c1C | 4 | -1.8 | 2 | 2 | 3 | -2 | 5 | 1 | 0.0
CN(C)CCc1c[nH]c2ccc(Cn3cncn3)cc12 | -8 | -3.0 | 6 | 36 | 2 | -9 | -2 | 0 | -0.2

Sorted by the number under MCL1-BIM inh (low to high): three of the compounds above.
Compound | MEX-5 binding | GRK2 aptamer HTS | VLA-4 inh | Bcl-xL primary | PME-1 primary | GLD-1 TGE inh | MCL1-BIM inh | Efflux pump inh
COCCn1nnnc1CN1CCC(C)CC1 | 3.1 | 0 | -1 | 5 | -3 | -5 | -4 | -0.1
COc1ccc(N2C(=O)CC(Sc3n[nH]c(-c4ccccc4)n3)C2=O)cc1 (stereo unspecified) | 2.4 | 0 | 16 | 5 | -1 | 1 | -2 | 0.0
CN(C)CCc1c[nH]c2ccc(Cn3cncn3)cc12 | -3.0 | 6 | 36 | 2 | -9 | -2 | 0 | -0.2

(more compounds)
SMILES | Fam108B counter | MEX-5 binding | GRK2 aptamer HTS | VLA-4 inh | Bcl-xL primary | PME-1 primary | GLD-1 TGE inh | MCL1-BIM inh | Efflux pump inh
Cc1cc(F)ccc1NC(=O)C1CCN(S(=O)(=O)c2ccc3c(c2)CCCC(=O)N3)CC1 | -5 | -0.4 | 3 | -1 | -6 | 3 | -6 | 0 | 0.1
CCN(CC)c1ccc(/C=N/n2c(=S)[nH]nc(C)c2=O)cc1 | 4 | -2.6 | 0 | 4 | 5 | -3 | -3 | 10 | 0.0
Cc1ccc(S(=O)(=O)Nc2cc(S(=O)(=O)N3CCOCC3)ccc2NCC2CCCO2)cc1 (stereo unspecified) | x | x | 2 | 2 | -4 | 9 | 3 | 5 | 0.0
COc1ccc(CCNC(=O)CCC(=O)N2CC(C)Oc3ccccc32)cc1OC (stereo unspecified) | 2 | -0.7 | 0 | -22 | 1 | 5 | 2 | 0 | 0.3
COc1ccccc1N1CCN(C(=O)CSc2nc(C)cc(=O)[nH]2)CC1 | -6 | 0.7 | 3 | -2 | 1 | 3 | 3 | 3 | 0.0
O=C(Nc1cc(Cl)cc(Cl)c1)N1CCN(C(=O)C2CCCO2)CC1 (stereo unspecified) | 6 | -0.8 | 0 | -2 | 0 | -3 | -1 | 2 | -0.1
Cc1ccc(S(=O)(=O)Nc2ccccc2N(C)S(=O)(=O)c2ccc(C)cc2)cc1 | 2 | -3.2 | 0 | -10 | 3 | 25 | 5 | 5 | -0.2
CSCCC(NS(=O)(=O)c1ccc2c(c1)c(=O)n(C)c(=O)n2C)C(=O)NC1CCN(Cc2ccccc2)CC1 (stereo unspecified) | -4 | 1.1 | 0 | -2 | 5 | -8 | 7 | -2 | 0.0
CCCC12CN3CCN(CC(C3)/C1=N\NC(=O)c1ccccc1Cl)C2 | 0 | 2.0 | 0 | 18 | 1 | -3 | 7 | 4 | 0.1
CCn1cc(C(=O)NC2CCCCC2)c(=O)c2cc(S(=O)(=O)N(C)C)ccc21 | -3 | 0.7 | 0 | 11 | 2 | -6 | 1 | 2 | 0.3
CC(C)C(NC(=O)c1ccco1)C(=O)NC1CCCCCC1 (stereo unspecified) | -4 | -0.7 | 0 | -2 | 4 | 7 | -1 | 3 | 0.0
CCOC(=O)N1CCC(N2C(=O)c3ccccc3C2Nc2c(C)cccc2C)CC1 (stereo unspecified) | -123 | -0.1 | 0 | i | 11 | -27 | -4 | 2 | 0.1
COc1ccc(NC(=O)CN(Cc2ccccc2)S(C)(=O)=O)cc1OC | -1 | 2.4 | 1 | x | 3 | -2 | 3 | 1 | -0.1
Cc1cc(C)cc(NC(=O)C(=O)NCCCN2CCOCC2)c1 | 3 | -0.3 | 2 | 0 | 2 | 4 | -2 | -2 | 0.1
Cc1cccc(NC(=S)N(CCN(C)C)C(C)c2ccccn2)c1 (stereo unspecified) | -1 | 0.8 | 0 | -4 | 4 | -6 | 6 | 1 | 0.2
CCc1ccccc1NS(=O)(=O)c1ccc2c(c1)NC(=O)CC(=O)N2 | 1 | -1.6 | 0 | -4 | 5 | 1 | -3 | 4 | -0.3
CN(Cc1cccc(Cl)c1)C(=O)C1CCN(C(=O)Nc2ccccc2)CC1 | 3 | 0.2 | 0 | 21 | 4 | -1 | 8 | 7 | 0.0
CCN1C(=O)c2cccc3c(S(=O)(=O)NCc4ccco4)ccc1c23 | 1 | 0.7 | 3 | 5 | 3 | 3 | -3 | 0 | -0.1
O=S(=O)(NC1=NCCCCC1)c1ccc(Cl)cc1 | -3 | 0.0 | 0 | 1 | 3 | -7 | 4 | -1 | 0.0
c1coc(-c2nc3c([nH]2)CCc2nonc2-3)c1 | 0 | -0.3 | 0 | 15 | -3 | -10 | -4 | -1 | 0.2
O=C(Nc1ccccc1C(=O)Nc1ccccc1C(=O)O)c1ccccc1 | -10 | -0.1 | 2 | -7 | 9 | -16 | 4 | 3 | -0.4
CCCCNC(=O)CCC(=O)N1CCN(C(c2ccccc2)c2ccccc2)CC1 | 0 | 0.4 | 0 | 11 | 2 | 2 | -12 | -1 | 0.0
O=C(COC(=O)C1CC1)Nc1ccc2[nH]c(=O)[nH]c2c1 | -1 | -1.0 | 0 | -1 | 6 | 1 | 5 | -10 | 0.1
COc1ccc(/C=C/C(=O)NCCc2ccc(OC)c(OC)c2)cc1 | 2 | 1.5 | 3 | 6 | 1 | 0 | 0 | 3 | 0.2
CC(C)NC(=O)CN(C)S(=O)(=O)c1ccc(F)cc1 | 2 | -2.4 | 0 | 8 | 1 | -8 | 10 | -4 | 0.0
CC(=O)c1c(COC(=O)c2ccccc2)nc2ccccc2[n+]1[O-] | -7 | 0.0 | 2 | -4 | -9 | -4 | -5 | -19 | 1.8*
Clc1ccc(CNC23CN4CN(CN(C4)C2)C3)c(Cl)c1 | 3 | 0.8 | 2 | 2 | 0 | 1 | 4 | -5 | -0.1
CN(C)Cc1cc(C(C)(C)c2cc(CN(C)C)c(O)c(CN(C)C)c2)cc(CN(C)C)c1O | 4 | x | 0 | -3 | 6 | -5 | 6 | 5 | -0.1
O=C(c1ccco1)N1CCN(C(=S)Nc2ccccc2C(F)(F)F)CC1 | -2 | -1.1 | 0 | -12 | 5 | -7 | 2 | 13 | 3.2
CC(C)Sc1nc2c(c(=O)[nH]c(=O)n2C)n1CC(O)COc1ccccc1 (stereo unspecified) | 0 | 0.2 | 0 | 3 | 3 | 6 | 8 | 8 | 0.1
Cc1ccc(N(CC(=O)N/N=C/c2cccnc2)S(=O)(=O)c2ccccc2)cc1 | 0 | -0.8 | 4 | -6 | 7 | 4 | -3 | 8 | 0.0
O=C(CSc1nnc(CNc2ccc(F)cc2)n1Cc1ccco1)N1CCCC1 | 7 | -2.4 | 4 | 7 | -1 | 1 | 3 | 8 | 0.1
CCCCCc1nnc(N)s1 | 2 | 1.6 | 0 | 0 | -3 | 2 | -2 | -1 | -0.4
COc1ccc(CNC(=O)Cn2c(=O)n(CCC(=O)N3CCCCC3)c(=O)c3sccc32)cc1 | 4 | -0.8 | 1 | -4 | 3 | 2 | 10 | 5 | -0.2
CCC(c1nnnn1Cc1ccc2c(c1)OCO2)N1CCN(c2ccc(OC)cc2)CC1 (stereo unspecified) | 1 | 0.5 | 0 | -13 | 4 | -3 | -2 | 0 | 0.0
CCN(CC)C(=O)CSc1nc(N)c(C#N)c(-c2cccs2)c1C#N | -3 | 3.0 | 1 | -9 | 11 | -1 | 4 | 3 | 0.1
CCN(Cc1ccccc1)C(=O)Cn1c(=O)oc2ccccc21 | 6 | -0.6 | 0 | -7 | 3 | 0 | 4 | 1 | 0.2
COCCNc1nc2c(c(=O)n(C)c(=O)n2C)n1Cc1cccc(C(F)(F)F)c1 | -4 | 0.9 | 0 | -2 | 4 | -7 | 3 | 2 | 0.1
OCc1nc2ccccc2n1CC(O)COc1ccccc1 (stereo unspecified) | -2 | 1.9 | 0 | -9 | 2 | -4 | -8 | 1 | 0.1
COc1ccc(-c2cc(-c3cccnc3)c(C#N)c(N)n2)cc1 | -4 | -0.1 | 0 | -33 | 3 | 4 | 12 | -1 | 0.3
O=C(Nc1nc(-c2ccccn2)cs1)C1COc2ccccc2O1 (stereo unspecified) | -3 | x | 1 | -1 | 3 | -7 | 2 | 4 | 0.2
Cc1ncc([N+](=O)[O-])n1CCOC(=O)c1ccccc1 | -2 | -1.8 | 0 | -9 | -2 | -3 | -1 | 4 | 0.5
O=C(NCc1ccccn1)c1cc(-c2ccccc2)on1 | 2 | 2.0 | 1 | 15 | 4 | 2 | -7 | 2 | 0.1

Screening data deposited in PubChem BioAssay by several laboratories.
